# HDAC3 inhib = inhibitors of human histone deacetylase 3; O15379; recombinant HDAC3, fluorogenic peptide/trypsin coupled, fluorescence; inhibition, % at 8.3 µM; hit rate 0.15% among 320,000; in the data active = inhibition above about 26%, passing the limit was not always enough; inconclusive = no clear call, values can overlap the other calls
# GSK3 alpha inh = blocks human GSK-3 alpha kinase; P49840; AID 2650; hit rate 0.1% among 320,000; ADP-Glo luminescence, 60 min; inhibition, % at 10 µM;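 in the data active = inhibition above about 50%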;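 note: GST-tagged GSK-3 alpha with peptide substrate and 25 µM ATP; 0% = DMSO neutral wells and 100% = GW8510 positive control wells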
# Target sequence (P49840 whole entry, looked up): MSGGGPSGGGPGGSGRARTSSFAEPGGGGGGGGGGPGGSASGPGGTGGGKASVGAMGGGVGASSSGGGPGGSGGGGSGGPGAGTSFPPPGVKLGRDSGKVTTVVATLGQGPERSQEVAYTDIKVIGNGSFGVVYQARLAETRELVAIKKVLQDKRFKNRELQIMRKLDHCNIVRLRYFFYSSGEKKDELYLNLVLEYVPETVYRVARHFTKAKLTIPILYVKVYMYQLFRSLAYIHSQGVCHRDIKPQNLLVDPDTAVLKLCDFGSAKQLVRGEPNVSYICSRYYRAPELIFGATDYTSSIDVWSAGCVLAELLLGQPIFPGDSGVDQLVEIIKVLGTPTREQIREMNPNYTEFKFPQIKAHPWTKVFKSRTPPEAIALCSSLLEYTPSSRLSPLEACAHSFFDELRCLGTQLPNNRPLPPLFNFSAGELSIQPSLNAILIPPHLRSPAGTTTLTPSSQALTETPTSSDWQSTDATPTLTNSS
# AI-2 QS modul = modulates the Vibrio harveyi AI-2 quorum sensing system. Vibrio harveyi JMH597 AI-2 luminescence/OD600 ratio, 9 h; active compounds read low; strain lacks LuxN and CqsS sensors; 0 = neutral-control median. activity change, % at 7.5 µM. hit rate 0.4% among 300,000; in the data active = activity change below about -75%, passing the limit was not always enough; inconclusive = no clear call, values can overlap the other calls;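 note: luminescence divided by OD600 gain over 9 h not by final OD600 alone; inactives centre near 13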
# PolyA inh = inhibitors of polyadenylation in S. cerevisiae. AID 1875. calls only at 12 µM. hit rate 0.02% among 300,000. S. cerevisiae SKY197-pL101 polyadenylation reporter, beta-gal luminescence; efflux-impaired pdr1/pdr3 knockout yeast; score 100 = 6 SD above DMSO;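 active = lowest replicate activity score at least 50, where 100 means six control SD above control mean; inconclusive = lowest score under 50 but half or more replicates reach 50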;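 note: yeast exposed to compound for 9 h at 30 °C; higher score means more reporter readthrough which indicates perturbed polyadenylation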
# HSF1 activator = increases HSF-1 driven luciferase reporter signal | hit rate 1.7% among 300,000 | NIH3T3-HGL HSF-1 luciferase reporter, MG132, 8 h; 100% = twice DMSO control signal | activation, % at 9 µM;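 active = mean replicate activation of at least 50% with a set share of replicates each reaching 50%; inconclusive = only one of those two conditions met; inactive = mean below 50% and too few replicates reaching it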;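 note: 0% = median of the neutral control wells and 100% = twice that signal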
# HSP90 inh = inhibitors of HSP90 luciferase refolding in rabbit reticulocyte lysate. luciferase refolding luminescence, 3 h. inhibition, % at 5.6 µM. hit rate 0.91% among 290,000. AID 1789;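 active = inhibition above the screen-wide mean plus 3 SD, computed separately per campaign, cut at about 16% in these data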;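 note: 0% = DMSO wells and 100% = 60 µM geldanamycin wells; inhibitors lower the luminescence because luciferase stays unfolded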
# HSF1 inhib = HSF1 inhibition. AID 2098. hit rate 0.77% among 300,000. NIH3T3-HGL HSE-luciferase, MG132-induced, luminescence 8 h; active compounds read low. activity change, negative = inhibition, % at 7.5 µM (by protocol);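 active = more than half of replicate wells show activity change below -50%, luminescence cut by over half; inconclusive = some wells, but at most half, below -50%; inactive = no replicate well below -50%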;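 note: luciferase reports HSF-1 transcriptional activity via heat shock element; 0% = median of DMSO wells and -100% = zero luminescence signal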
# GSK3beta inhib = inhibitors of human GSK3beta kinase; GST-GSK3beta kinase, ADP-Glo luminescence, 60 min; active compounds read low; P49841; AID 2097; hit rate 0.038% among 300,000; activity score (negative = inhibition), % at 10 µM;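 active = more than half of replicate wells score below -50%, meaning over 50% inhibition versus plate controls; inconclusive = some replicates but at most half score below -50%; inactive = no replicate scores below -50%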;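 note: 0% = median DMSO wells and -100% = median GW8510 positive control wells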
# Target sequence (P49841 whole entry, looked up): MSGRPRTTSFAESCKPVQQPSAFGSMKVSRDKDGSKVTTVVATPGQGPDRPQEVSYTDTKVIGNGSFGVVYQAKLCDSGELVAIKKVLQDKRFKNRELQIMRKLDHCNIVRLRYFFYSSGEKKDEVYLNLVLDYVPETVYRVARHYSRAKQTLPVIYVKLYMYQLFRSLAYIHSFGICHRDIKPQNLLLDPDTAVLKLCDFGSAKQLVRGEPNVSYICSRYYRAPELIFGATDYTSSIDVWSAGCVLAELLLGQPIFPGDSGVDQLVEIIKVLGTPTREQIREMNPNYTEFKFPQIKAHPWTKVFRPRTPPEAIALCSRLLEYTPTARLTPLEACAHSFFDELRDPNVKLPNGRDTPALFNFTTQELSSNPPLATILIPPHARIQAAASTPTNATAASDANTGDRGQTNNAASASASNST
#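 Assay system: GST-tagged human GSK3beta kinase, cell-free; Input: 1.6 ng GSK3beta; Medium: Tris/MgCl2 kinase buffer; Timing: 60 min enzyme reaction, room temperature; Signal: ADP-Glo luminescence quantifying ADP generated by kinase; Evaluation: score relative to plate controls; Benchmarks: DMSO neutral wells and GW8510 at 20 µM as positive.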
# Platelet DG rel = modulates dense granule release in human platelets; hit rate 0.22% among 300,000; human platelet-rich plasma, SFLLRN dense granule ATP release, luminescence; inhibition, %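 (compounds screened at 7.5 µM in platelet-rich plasma)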;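 active = mean replicate score, as percent of positive control, at or above 50; inconclusive = mean below 50 but at least one replicate at or above 50; inactive = mean and every replicate below 50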
# DYRK1A inh = blocks rat Dyrk1A kinase activity; Q63470; ADP-Glo luminescence, NFATc1 peptide; inhibition, % at 12.5 µM; hit rate 0.43% among 310,000; AID 504441; in the data active = inhibition above about 50%;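 note: plate controls were vehicle with enzyme for no effect and no enzyme for full effect; many of its hits are not listed in these tables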
# Numbers without * were called inactive; i = inactive; ? = inconclusive; nt = not tested or not shown.
SMILES,HDAC3 inhib,GSK3 alpha inh,AI-2 QS modul,PolyA inh,HSF1 activator,HSP90 inh,HSF1 inhib,GSK3beta inhib,Platelet DG rel,DYRK1A inh
O=P(O)(c1ccccc1)c1ccccc1O,-2,-2,12,i,3,-4,-1,1,2,-8
C/C(Cl)=C/Cn1c(SCC(C)C)nc2c1c(=O)[nH]c(=O)n2C,-3,-7,18,i,32,nt,6,0,-7,3
NC(=O)C12CCCC(Br)(CCC1)C2,-1,0,6,i,-9,7,-9,1,-22,0
O=C(Cn1cc([N+](=O)[O-])cn1)N1CCc2ccccc21,2,1,12,i,-8,0,-3,-2,6,-7
Cc1ccc(C)c(NC(=S)N(Cc2ccco2)C(C)c2cccs2)c1 (stereo not drawn),5,-2,18,i,-7,0,0,1,3,0
Fc1ccc(Nc2nc(-c3ccncc3)cs2)cc1,3,0,21,i,4,-4,6,2,-2,nt
O=C(OCCCCN1C(=O)c2ccccc2C1=O)c1n[nH]c2ccccc12,5,-2,24,i,25,-2,1,2,-2,25
Cc1ccc(C)c(OCC(=O)N/N=C/c2c(C)nn(-c3ccccc3)c2Cl)c1C,-7,0,22,i,-4,1,-4,1,-2,0
Cc1ccn2c(C(=O)NN=C3CCN(C)CC3)c(C)nc2c1,1,-2,20,i,11,-1,-4,4,2,-2
COc1ccccc1NC=C1C(=O)OC(C)(C)OC1=O,1,-1,20,i,-6,0,7,0,-1,5
CCOC(=O)c1c(NC(=O)CN2CCOCC2)sc2c1CCCC2=O,5,2,-7,i,14,1,1,4,-3,-1
CCN(CC(=O)NCCc1ccc(F)cc1)Cc1nc2ccccc2c(=O)[nH]1,nt,-3,13,i,-5,-1,5,1,5,3

# Following part:
SMILES,HDAC3 inhib,GSK3 alpha inh,AI-2 QS modul,PolyA inh,HSF1 activator,HSP90 inh,HSF1 inhib,GSK3beta inhib,Platelet DG rel,DYRK1A inh
CC1CCc2nn(CC(=O)NCCC3=CCCCC3)cc2C1 (stereo not drawn),-2,nt,8,i,-1,-5,7,-3,1,1
CCN1C(C#N)=C(C#N)N=C(C)CC1(C)C,-1,1,16,i,-18,2,5,3,18,-1
O=C(CCn1nc(-c2ccccc2)c2ccccc2c1=O)Nc1cccnc1,1,4,4,i,nt,3,nt,-1,7,-2
CNC(=O)N(O)C1N(/N=C/c2c(F)cccc2Cl)C(=S)SC1(C)C (stereo not drawn),4,-3,21,i,?,-1,18,-3,-13,1
CCOc1cccc(C2C(C#N)=C(N)Oc3cc(C)oc(=O)c32)c1OCC (stereo not drawn),-8,0,11,i,14,-3,1,2,-1,4
CCc1cccc(C)c1NC(=O)CSc1nnc(Cc2csc(C)n2)o1,4,1,35,i,-17,nt,-2,-4,-1,3
CC(C)OC(=O)CSc1nc2ncccc2[nH]1,4,-3,16,i,-16,2,-1,-4,-8,-3
COc1ccc(C(=O)NCCc2nc3cc([N+](=O)[O-])ccc3n2C)cc1,4,-1,17,i,-1,-1,3,-2,-2,3
CCOC(=O)C1=C(N)OC2=C(C(=O)CC(C)(C)C2)C1c1ccoc1 (stereo not drawn),2,0,14,i,-3,2,8,-3,-2,-4
CN(C)CCOc1ccc2c(c1)Sc1ccccc1CC2=O,-5,6,30,i,3,-5,-2,0,21,3
COCCn1c(SCCOc2ccccc2)nc2ccccc2c1=O,0,-2,13,i,14,-1,6,-3,0,nt
CC(C)C(=O)Nc1cc(=O)[nH]c2ncnn12,nt,17,34,i,10,0,-8,1,2,3

# Next compounds:
SMILES,HDAC3 inhib,GSK3 alpha inh,AI-2 QS modul,PolyA inh,HSF1 activator,HSP90 inh,HSF1 inhib,GSK3beta inhib,Platelet DG rel,DYRK1A inh
NCCCCNCCCN,-1,-1,7,i,-22,nt,-5,-2,1,4
CCC(=O)N/C(N)=N/c1nc(C)c2cc(C)c(C)cc2n1,2,0,42,i,2,1,-2,-1,-1,nt
O=C(Nc1nc(-c2ccccc2)cs1)C1COc2ccccc2O1 (stereo not drawn),11,nt,23,i,23,3,1,4,-1,5
COc1ccc(-c2nc(C(=O)O)cs2)cc1OC,-4,-7,19,i,5,-1,6,0,-3,0
C/C(=N\Nc1cccc2cccnc12)c1ccc(N)cc1,1,0,-6,i,28,2,13,-1,11,2
CN(C)S(=O)(=O)c1cccc(NC(=O)CSc2nncn2-c2ccccc2)c1,0,5,23,i,7,-3,1,-3,4,6
Nc1ccccc1SSc1ccccc1N,1,9,19,i,3,11,-8,0,-6,-3
CCCOC1(NC(=O)c2ccccc2)C(C)=CC(=O)C=C1C,16,-1,8,i,-5,2,-5,-4,-3,4
Cc1ccc(C(=O)Nc2ccccc2-c2ccccc2)cc1[N+](=O)[O-],-4,0,32,i,-11,1,-7,-4,-7,3
CCc1ccc(N(C(=O)c2snc(C(N)=O)c2N)C(C(=O)NCCC(C)C)c2c[nH]c3ccccc23)cc1 (stereo not drawn),2,-1,22,i,57*,1,14,2,-8,-3
CCOc1ccc2c(c1)-c1c(ssc1=S)C(C)(C)N2C,?,3,16,i,1,3,5,1,2,-1
CC(C(=O)NCc1cccnc1)N1C(=O)c2ccccc2C1=O (stereo not drawn),-5,-3,2,i,1,1,-4,5,1,-2

# (further entries)
SMILES,HDAC3 inhib,GSK3 alpha inh,AI-2 QS modul,PolyA inh,HSF1 activator,HSP90 inh,HSF1 inhib,GSK3beta inhib,Platelet DG rel,DYRK1A inh
O=C(NCC(c1cccnc1)N1CCN(c2ccc(F)cc2)CC1)OCc1ccccc1 (stereo not drawn),-1,nt,?,i,12,0,-7,1,-30,3
CCOC(=O)C1CCCN(C(=O)CSc2ccccc2)C1 (stereo not drawn),1,1,39,i,41,-4,13,0,8,-7
O=C(CCC(=O)N(CC(=O)NC1CCCCC1)c1ccc2c(c1)OCO2)Nc1ccccn1,9,-2,20,i,2,-4,-3,-2,4,0
C/C(CC1CC(C)(C)OC1=O)=N/Nc1nc(-c2ccccc2)cs1 (stereo not drawn),7,-1,27,i,-8,-1,0,-3,1,-6
Cc1ccc(C#N)c(SCc2cc3c(cc2Cl)OCO3)n1,-2,-1,5,i,-1,0,9,-5,-11,-6
O=S(=O)(NCCN1CCOCC1)c1cccs1,-11,1,15,i,23,0,4,0,-1,-8
CC(C)NS(=O)(=O)c1ccc(OCC(=O)NC(C)c2ccccc2)cc1 (stereo not drawn),1,-3,11,i,-2,5,-1,8,2,-5
Cc1csc(C(C#N)C(=O)c2ccc(S(=O)(=O)N3CCCC3)cc2)n1 (stereo not drawn),2,-6,14,i,23,0,0,2,1,-7
Fc1ccc(Cc2nnc(-c3cccs3)o2)cc1,0,-2,1,i,-56,-4,-41,1,-1,1
O=C1CC(N2CCN(c3ccccc3)CC2)C(=O)N1Cc1ccc(Cl)cc1 (stereo not drawn),-2,-1,6,i,-15,-2,-10,-3,0,0
CCOc1ccc(NC(=O)c2ccc(CN3CCc4ccccc4C3)cc2)cc1,2,0,4,i,-19,3,-22,0,9,12
O=C(Cn1c2c(c(=O)n3ncnc13)CCC2)N/N=C/c1cccs1,-2,-3,-3,i,26,-2,-4,1,5,nt

# Later entries.
SMILES,HDAC3 inhib,GSK3 alpha inh,AI-2 QS modul,PolyA inh,HSF1 activator,HSP90 inh,HSF1 inhib,GSK3beta inhib,Platelet DG rel,DYRK1A inh
Cc1ccccc1OCCOCCN1CCCCCC1,-1,2,14,i,-3,2,-7,-3,-4,0
COc1ccc(Cl)cc1NC(=O)C/C(C)=N/NC(=O)Cc1ccccc1,-11,-1,-7,i,18,-2,3,-1,-37,-7
COc1ccc(CN(C)CC(=O)Nc2sc3c(c2C#N)CCC3)cc1OC,-2,1,10,i,-15,-3,-3,-7,-2,-2
Cc1nc2nc(-c3cccnc3)nn2c(C)c1Cl,2,-1,22,i,23,0,3,-2,0,0
NC(=O)C1CCN(c2ncnc3c(-c4ccccc4)nsc23)CC1,-7,-2,6,i,18,-4,26,1,2,6
CCOc1ccccc1CN1CCNC(=O)C1CC(=O)NCCCn1cccn1 (stereo not drawn),-7,0,5,i,3,0,-2,4,9,3
COc1ccc(NC(=O)CN(c2ccccc2)S(=O)(=O)c2ccccc2)c(OC)c1,1,-1,4,i,-16,4,3,-5,1,-9
O=C(CSC(=S)N1CCOCC1)c1cc2ccccc2oc1=O,1,-4,14,i,-8,0,1,-2,-1,8
O=C(Nc1ccccc1C(=O)N1CCCCCC1)c1cccc([N+](=O)[O-])c1,-6,10,25,i,16,0,4,0,4,3
N#CCSc1nc2ccccc2c2nc3ccccc3n12,-4,0,15,i,68*,0,36,1,-9,2
O=C(COC(=O)c1cncc(Br)c1)NCc1ccc2c(c1)OCO2,2,-6,-1,i,-5,-2,-4,3,-2,-4

# Molecules from the list above with two or more sulfur atoms:
SMILES,HDAC3 inhib,GSK3 alpha inh,AI-2 QS modul,PolyA inh,HSF1 activator,HSP90 inh,HSF1 inhib,GSK3beta inhib,Platelet DG rel,DYRK1A inh
Cc1ccc(C)c(NC(=S)N(Cc2ccco2)C(C)c2cccs2)c1 (stereo not drawn),5,-2,18,i,-7,0,0,1,3,0
CNC(=O)N(O)C1N(/N=C/c2c(F)cccc2Cl)C(=S)SC1(C)C (stereo not drawn),4,-3,21,i,?,-1,18,-3,-13,1
CCc1cccc(C)c1NC(=O)CSc1nnc(Cc2csc(C)n2)o1,4,1,35,i,-17,nt,-2,-4,-1,3
CN(C)S(=O)(=O)c1cccc(NC(=O)CSc2nncn2-c2ccccc2)c1,0,5,23,i,7,-3,1,-3,4,6
Nc1ccccc1SSc1ccccc1N,1,9,19,i,3,11,-8,0,-6,-3
CCOc1ccc2c(c1)-c1c(ssc1=S)C(C)(C)N2C,?,3,16,i,1,3,5,1,2,-1
O=S(=O)(NCCN1CCOCC1)c1cccs1,-11,1,15,i,23,0,4,0,-1,-8
Cc1csc(C(C#N)C(=O)c2ccc(S(=O)(=O)N3CCCC3)cc2)n1 (stereo not drawn),2,-6,14,i,23,0,0,2,1,-7
O=C(CSC(=S)N1CCOCC1)c1cc2ccccc2oc1=O,1,-4,14,i,-8,0,1,-2,-1,8

# Some of the compounds tested (hit frequency here may not be typical).
